WT yeast gro inh – growth inhibition of WT yeast, mitochondrial fusion screen | mitochondrial fusion phenotypic screen, WT strain | inhibition, % at 10 µM | 2.1% of 190,000 active; in the data active = inhibition above about 58%; tested in S. cerevisiae
Yfh1-off respiration – mitochondrial function rescue without frataxin homolog – Friedreich's ataxia, plus single-dose screen, dose response (AID 1465); S. cerevisiae Yfh1-off respiration, WST-1 reduction, 72 h; higher fold induction means a stronger effect; fold induction at 50 µM, or EC50 in µM where a hit was titrated; 0.074% of 220,000 active;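 active = fold induction of absorbance versus untreated yeast above a set limit, then at least 30% activation at any dose in follow-up; inconclusive = repeats straddling the limit, or above it without dose testing; inactive = fold induction below the set limit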;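 note: activators that raise dye reduction in frataxin-depleted yeast; strong numbers were not always called active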
RSV CPE inhibition – RSV antiviral activity via CPE protection, HEp-2 cells, primary 10 µM value included (AID 2391). CPE inhibition, % at 10 µM; hits with a dose series show IC50 in µM. HEp-2 cells, RSV-induced CPE inhibition; higher % means a stronger effect. 0.13% of 310,000 active; in the data active = a potency from the dose series; inconclusive = CPE inhibition mostly from about 23% at the one dose, without a potency; inactive = the rest, 99 in 100 with CPE inhibition below about 21%; note: strong numbers were not always called active
XIAP displacement – small molecules displacing peptide from XIAP – biochemical, IAP family, fluorescence polarization (AID 1018). XIAP BIR domain, fluorescence polarization peptide displacement; higher % means a stronger effect. one-dose displacement, % at 20 µM; IC50 in µM for titrated hits. 0.007% of 200,000 active; in the data active = displacement above about 50%; note: a part of the inactive calls stands beside numbers as strong as those of hits
ER stress rescue – protection against thapsigargin-triggered cell killing – 384-well, CSM14.1, ATP luminescence, primary screen (AID 1222); CSM14.1 thapsigargin-induced death rescue, ATP luminescence; higher % means a stronger effect; cellular ATP content (survival), % at 20 µM; hits with a dose series show EC50 in µM; 190,000 tested, under 10 active;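 active = EC50 below 50 µM in the dose-response confirmation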;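 note: death triggered by thapsigargin at about 15 µM added after 2 h compound pretreatment; cell ATP read after overnight thapsigargin exposure of roughly 18 to 22 hours; normalized against plate controls of thapsigargin alone and 5% DMSO vehicle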
West Nile virus CPE – West Nile virus antiviral activity, cell-based, CPE readout (AID 1621); West Nile virus-infected cells, CPE inhibition; higher % means a stronger effect; 0.02% of 290,000 active; CPE inhibition, % at 10 µM, or IC50 in µM where a hit was titrated; in the data active = a potency from the dose series; inconclusive = CPE inhibition mostly from about 3.7% at the one dose, without a potency; inactive = the rest, 99 in 100 with CPE inhibition below about 2.2%; note: strong numbers were not always called active
K1F lysis inhibition – protection from phage-mediated lysis, alamar blue read-out – E. coli UTI89, K1F phage, bacterial capsule biogenesis inhibitors (AID 488966). 0.02% of 340,000 active. E. coli UTI89 K1F phage lysis, alamar blue, 2 h; higher % means a stronger effect. inhibition, % at 100 µM; hits with a dose series show IC50 in µM;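 active = phage lysis inhibition, versus mean bacterial control, above a set limit; inconclusive = no clear call, values can overlap the other calls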;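 note: capsule biogenesis inhibitors block K1F phage lysis so surviving cells raise fluorescence; higher fluorescence means more inhibition of phage lysis; actives were called in the ten point dose series up to 300 µM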
Large T inhibition – SV40 large T antigen inhibitors, biochemical (AID 1903). one-dose inhibition, % at 20 µM; IC50 in µM for titrated hits. 0.39% of 310,000 active. SV40 large T antigen ATPase/helicase inhibition assay; higher % means a stronger effect; in the data active = a potency from the dose series; inconclusive = inhibition mostly from about 32% at the one dose, without a potency; inactive = the rest, 99 in 100 with inhibition below about 32%; note: strong numbers were not always called active
Dengue-2 NS5 capping – flavivirus cap methylation enzyme inhibition – biochemical, confirmation dose response, primary screen (AID 588689) | one-dose inhibition, % at 25 µM; IC50 in µM for titrated hits | 0.3% of 340,000 active | Dengue-2 NS5 methyltransferase capping enzyme assay, biochemical; higher % means a stronger effect; in the data active = a potency from the dose series; inconclusive = inhibition above about 29% without an active follow-up result
WT yeast gro inh mutant strain – recorded beside WT yeast gro inh, whose call it bears; inhibition, %; mitochondrial fusion phenotypic screen, mutant strain inhibition
Numbers without * were called inactive; i = inactive; ? = inconclusive; / = not tested or not shown; [ ] = dose if it differs, or a comment. An unsorted share of the library, and some 2.2% of all compounds hit somewhere here.

Sequence of screens – WT yeast gro inh | WT yeast gro inh mutant strain | Yfh1-off respiration | RSV CPE inhibition | XIAP displacement | ER stress rescue | West Nile virus CPE | K1F lysis inhibition | Large T inhibition | Dengue-2 NS5 capping
Cn1c(SCC#N)nnc1-c1cccnc1
  -10 | 6 | i | 1.4% | -4.5% | -0.8% | -0.5% | -0.1% | 10% | 10%
CCOC(=O)Cc1c(C)nc2c(-c3ccccc3OC)c(C)nn2c1C
  11 | -8 | i | 1.5% | 2.7% | 4.9% | -1.2% | 1.6% | 10% | 4%
CCCn1c(=O)c(C(=O)NCc2ccco2)c(O)c2ccccc21
  12 | -11 | i | -0.1% | -0.5% | 2.9% | 0.0% | 1.0% | -9% | -6%
COc1cccc(NC(=O)c2sc3nc(N4CCOCC4)c4c(c3c2N)CCCC4)c1
  / | / | / | 3.1% | / | / | -0.1% | 0.1% | 19% | 5%
Cc1cc(C(F)(F)F)nn1CC(=O)N(C)C1CCCCC1
  / | / | i | / | / | / | 0.1% | 0.1% | / | -9%
COc1cccc2cc(/C(C)=N/Nc3nc(-c4cc(C)ccc4C)cs3)c(=O)oc12
  6 | 18 | i | 2.7% | -1.9% | -2.5% | 0.5% | -0.2% | 5% | 10%
CC(C)C(=O)c1cn(CC(=O)NCC2CCCO2)c2ccccc12 (stereo unspecified)
  9 | -7 | i | 1.1% | -3.2% | -1.0% | -0.5% | 0.3% | 8% | 4%
COc1ccc2c(c1OC)C(=O)OC2N1C(=O)CC[C@H]1C(=O)Nc1ccc2c(c1)OCO2 (stereo partly specified)
  / | / | / | 2.7% | / | / | 1.0% | 7.1% | 5% | -4%
CC(CN1CCN(Cc2ccccc2)CC1)c1ccccc1 (stereo unspecified)
  / | / | / | 0.0% | / | / | -0.2% | 0.2% | 25% | 1%
Cc1cccc(N=C2NC(=O)C(CO)(CO)S2)c1
  / | / | / | -1.4% | / | / | -0.1% | 0.1% | 1% | -5%
COc1cc(/C=N/NC(=O)c2cc(C)oc2C)ccc1OCc1ccccc1
  / | / | / | 12% | / | / | 1.0% | 4.0% | 3% | -2%
O=C(NC1CCCCC1)C(c1ccccc1)N(C(=O)c1csnn1)C1CC1 (stereo unspecified)
  / | / | / | 2.0% | / | / | -0.7% | -0.1% | 10% | 0%
CCc1ccc(-c2cc(C)no2)cc1S(=O)(=O)Nc1ccccn1
  / | / | / | / | / | / | -0.1% | 0.3% | 5% | -4%
CN(C)c1ccc(N2[C@@H](CC(=O)O)c3cc(C(F)(F)F)ccc3S2(=O)=O)cc1
  / | / | i | -1.9% | / | / | 1.6% | 1.1% | 19% | 12%
CC1CCCCC1NC(=O)CSc1nnc(COc2ccccc2Cl)o1 (stereo unspecified)
  -8 | -3 | i | -0.5% | 0.7% | 0.6% | -0.7% | 7.0% | 3% | -10%
O=C(NCCCN1CCOCC1)c1cccc(S(=O)(=O)N2CCc3ccccc3C2)c1
  16 | -10 | i | -0.5% | -7.9% | -0.1% | -0.8% | 0.1% | -2% | 2%
O=[N+]([O-])c1ccc(N/N=C/c2ccc[nH]2)cc1
  44 | 22 | i | 8.8% | -1.5% | -0.6% | -0.2% | 0.5% | 23% | -7%
Cc1ccc(Cn2c(C)c3cnn(CC(=O)NC4CCCC4)c(=O)c3c2C)cc1
  / | / | / | 2.6% | / | / | -1.9% | 1.5% | 4% | 1%
Cc1cc(NC(=O)c2cc([N+](=O)[O-])cc([N+](=O)[O-])c2)n(-c2ccccc2)n1
  1 | -10 | i | -0.4% | / | 1.0% | 0.0% | -4.4% | 2% | 2%
Brc1ccc(-c2nn3c(-c4ccccn4)nnc3s2)o1
  7 | 6 | i | 4.1% | 9.8% | 1.2% | -0.8% | 0.1% | 25% | -4%
CC(C)C(C(=O)Nc1ccc2c(c1)OCO2)N1C(=O)c2ccccc2C1=O (stereo unspecified)
  6 | 5 | i | 1.6% | -7.2% | -2.3% | 1.7% | 1.0% | 22% | -3%
O=[N+]([O-])c1ccc(C2(O)CN(c3ccccc3)C3=[N+]2CCS3)cc1 (stereo unspecified)
  9 | 13 | i | 2.2% | -6.0% | -0.9% | -0.3% | 1.2% | 54% | -1%
COc1cc(OC)cc(C(=O)NC(=S)Nc2nnn(C)n2)c1
  / | / | i | 0.2% | / | / | 0.3% | -0.2% | 21% | 2%
COc1cccc(N2CCN(C(=O)c3cc4ccc(OC)cc4[nH]3)CC2)c1
  / | / | / | 1.9% | / | / | -0.5% | -0.1% | 14% | -5%
CC(C)(C)CC(C)(C)NC(=O)c1ccccc1
  -3 | 0 | i | 1.6% | -2.6% | -1.0% | 0.7% | -0.6% | 16% | -12%
CC(=O)N1c2ccc([N+](=O)[O-])cc2NC(=O)CC1C (stereo unspecified)
  -7 | -19 | i | 1.3% | -7.7% | -0.4% | 0.7% | 3.3% | -2% | 1%
O=C(NCCS(=O)(=O)c1ccc(Br)cc1)c1ccc(Cl)cc1
  / | / | / | 0.9% | / | / | -0.9% | 0.7%[50 µM] | 21% | 2%
COc1ccc(C(C#N)Nc2ccc(C)cc2)cc1 (stereo unspecified)
  -13 | -3 | i | -0.8% | -5.4% | -1.0% | -0.2% | -0.2% | 1% | -4%
CC1=C(C(=O)N2CCOCC2)C(c2cccc(C)c2)NC(=S)N1 (stereo unspecified)
  -4 | -24 | i | 1.8% | -14% | -0.9% | 0.3% | 0.1% | 2% | -1%
COc1cccc(NC(=O)c2cc(C(=O)Nc3cccc(OC)c3)n(C)n2)c1
  18 | 20 | i | -0.2% | -7.3% | -2.6% | 0.1% | 0.9% | 5% | -9%
COc1ccc(OCc2nnc(SCc3ccc(C(=O)O)cc3)o2)cc1
  -8 | -4 | i | 1.2% | -7.4% | 0.7% | 0.5% | -2.1% | 24% | -2%
CCCS(=O)(=O)c1nc(S(=O)(=O)c2ccc(C)cc2)c(N2CCCC(C)C2)s1 (stereo unspecified)
  / | / | / | 7.2% | / | / | -0.2% | -0.1% | 5% | -4%
CCCCOC(=O)Nc1nnc(CC(=O)NCc2ccccc2)s1
  / | / | / | 5.9% | / | / | -0.9% | 0.2% | 7% | 2%
CC1CCN(C(=O)CSc2nnc(CNC(=O)c3ccc(S(=O)(=O)N(C)C)cc3)o2)CC1
  / | / | / | 4.2% | / | / | -0.3% | -0.1% | 12% | -4%
N#Cc1c(-c2ccccc2)nc(SCC(=O)Nc2nnc(C(F)(F)F)s2)[nH]c1=O
  -4 | -7 | i | -0.7% | -14% | 0.2% | 0.3% | / | 7% | /
CCC(C)NC(=O)c1ccccc1NC(=O)C1COc2ccccc2O1 (stereo unspecified)
  -6 | 0 | i | -1.0% | -0.4% | 1.6% | -0.4% | 0.2% | / | -9%
CC(C)CC(=O)Nc1nnc(S(=O)(=O)N2CCc3ccccc32)s1
  / | / | / | 2.1% | / | / | -0.6% | 1.3% | / | 4%
CCOC(=O)c1ccc(N2C(=O)CC(N3CCN(C(=O)c4ccccc4)CC3)C2=O)cc1 (stereo unspecified)
  -2 | -4 | i | 0.5% | -3.1% | 1.2% | 0.5% | 0.1% | 6% | -2%
O=C(Cc1ccccc1[N+](=O)[O-])NCCCc1ccccc1
  / | / | / | 1.6% | / | / | -0.6% | 0.2% | 9% | -4%
COc1cc(OC)cc(C(=O)NC(=S)Nc2ccc3[nH]c(=O)[nH]c3c2)c1
  / | / | / | 0.7% | / | / | -0.2% | -0.1% | 5% | -13%

Overlap with the part before: two entries, then new ones.
Sequence of screens – WT yeast gro inh | WT yeast gro inh mutant strain | Yfh1-off respiration | RSV CPE inhibition | XIAP displacement | ER stress rescue | West Nile virus CPE | K1F lysis inhibition | Large T inhibition | Dengue-2 NS5 capping
O=C(Cc1ccccc1[N+](=O)[O-])NCCCc1ccccc1
  / | / | / | 1.6% | / | / | -0.6% | 0.2% | 9% | -4%
COc1cc(OC)cc(C(=O)NC(=S)Nc2ccc3[nH]c(=O)[nH]c3c2)c1
  / | / | / | 0.7% | / | / | -0.2% | -0.1% | 5% | -13%
O=C(Cc1ccc(O)cc1)N/N=C/c1cccnc1
  / | / | / | 0.8% | / | / | -0.6% | -0.2% | 28% | -2%
Cc1cccc(OCCC(=O)NCC(=O)Nc2cccc(C)c2C)c1
  -1 | -2 | i | 0.5% | -2.4% | -0.1% | -0.5% | 2.6% | 6% | -11%
COc1ccc(C2CCN(Cc3cccnc3)CC2O)cc1 (stereo unspecified)
  -9 | 4 | i | 5.4% | -2.6% | 2.7% | -0.1% | 1.8% | 7% | -1%
CC(OC(=O)CNC(=O)c1ccc(Cl)c([N+](=O)[O-])c1)C(=O)NCc1ccco1 (stereo unspecified)
  / | / | / | 1.1% | / | / | / | 0.8%[50 µM] | 14% | -4%
CCn1cc(C(=O)Nc2cccc(C)c2)c(=O)c2ccc(C)nc21
  7 | 5 | i | 2.0% | 1.0% | -1.2% | -0.1% | / | 6% | /
Cc1ccc(N)cc1-n1c(C)ccc1C
  9 | 1 | i | 0.9% | -2.4% | -0.8% | 1.3% | 0.2% | 1% | 8%
COc1ccccc1N1CCN(C(=O)C2CCN(S(=O)(=O)c3ccccc3)CC2)CC1
  7 | -1 | i | 0.1% | 4.3% | -0.8% | 0.1% | 1.9%[50 µM] | 2% | -4%
COc1ccc(/C=N/NC(=O)CNC(=O)c2ccc3c(c2)OCCO3)c(C(=O)O)c1OC
  / | / | / | 0.8% | / | / | 1.9% | 0.3% | 3% | 0%
C=C(C)C(=O)Nc1nnc(-c2ccccc2C)s1
  -12 | -12 | i | / | 2.1% | -1.5% | 0.1% | -0.1% | 11% | -2%
CC1C(c2ccccc2)=[N+]([O-])C2(CCCCC2)N1O (stereo unspecified)
  6 | -2 | i | 1.6% | -0.8% | -0.2% | 0.1% | 0.9% | 13% | -4%
COC1Cc2ccccc2N(C(N)=O)c2ccccc21 (stereo unspecified)
  / | / | / | 0.5% | / | / | / | 0.8% | 12% | -2%
COc1cc2c(cc1OC)C(C(=O)NCc1ccco1)C(c1cccs1)N(C)C2=O (stereo unspecified)
  -20 | -12 | i | 0.3% | -6.8% | -2.2% | 0.3% | -0.4% | 3% | 0%
CC(C)c1nnc(NC(=O)CC(=O)Nc2ccccc2C(=O)O)s1
  -4 | -4 | i | 1.7% | -8.6% | -0.2% | 0.6% | 4.3%[50 µM] | 14% | -1%
CC(=O)N(CN1C(=O)CCC1=O)c1ccc(Cl)c(Cl)c1
  9 | 1 | i | 1.5% | 6.7% | 0.7% | -0.1% | 0.1% | 1% | -7%
Cc1ccc(NC(=O)c2cc(C)n(-c3ccccc3)c2C)cc1
  41 | 22 | i | 48% | -2.2% | -6.2% | ? | 10% | 0% | -1%
CCOc1ccc(S(=O)(=O)NNC(=O)c2cc3ccccc3o2)cc1
  -12 | -9 | i | 2.5% | -6.9% | -1.8% | -0.6% | -0.1% | 12% | -3%
COc1ccccc1C(=O)Nc1ccc2c(c1)CCCN2C(=O)c1ccccc1
  / | / | / | 9.7% | / | / | -0.1% | 0.7% | 9% | 4%

Source: PubChem
